# Screens: PubChem, several laboratories
# Vc quorum ag = induces V. cholerae light production without autoinducers; V. cholerae BH1578 lux reporter, luminescence, 6 h; activation, % at 18.7 µM; 350,000 compounds, 0.16% hits; AID 588436; in the data active = activation mostly above about 9.7%, no sharp cut-off; also: not every result past the cut was called active; inactives centre near 0; reference of the scale not given here
# 3CLpro inhibitor = SARS-CoV 3CLpro protease inhibition | recombinant SARS-CoV 3CLpro, quenched FRET peptide cleavage | inhibition, % at 6 µM | 290,000 compounds, 0.14% hits; in the data active = inhibition above about 12%
# TcdB inh = blocks C. difficile toxin B glycohydrolase activity. TcdB glycohydrolase enzymatic assay, plate reader. AID 652162. P18177. 350,000 compounds, 0.24% hits. inhibition, % at 9.99 µM; in the data active = inhibition above about 10%
# PriA SSB inh = blocks PriA binding to SSB C-terminal tail | AlphaScreen SSBct-PriA binding, biotinylated peptide | inhibition, % at 33 µM | 430,000 compounds, 0.6% hits; in the data active = inhibition mostly above about 37%, no sharp cut-off; inactive = mostly below about 20%;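 also: plate controls were negative control peptide for no effect and reference peptide for full effect; strong numbers were not always called active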
# MazEF act = activators of E. coli MazEF toxin-antitoxin RNase. P0AE70. FAM/BHQ RNA-DNA oligo cleavage fluorescence, 5 h. activation, % at 20 µM. 350,000 compounds, 0.32% hits; in the data active = activation above about 50%
# Rv3671c protease = inhibits the M. tuberculosis serine protease Rv3671c. P9WHR9. inhibition, % at 5.96 µM. 320,000 compounds, 0.048% hits. AID 2606; in the data active = inhibition above about 38%;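 also: extracellular domain of Rv3671c used as enzyme; 0% = enzyme with DMSO and 100% = no enzyme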
# CCHFV vOTU inh = CCHFV vOTU protease inhibition | Pep-AMC fluorescence | inhibition, % at 11.5 µM | 370,000 compounds, 0.55% hits | AID 651958; in the data active = inhibition above about 30%; also: 0% = vehicle wells with enzyme and 100% = no enzyme wells
# Y pestis TopoI = blocks Yersinia pestis topoisomerase I activity; activity, % at 10 µM; 360,000 compounds, 0.064% hits; Y. pestis Topo-I cleavage product accumulation, plate reader; AID 504884; in the data active = activity above about 50%, passing the limit was not always enough; also: inactives centre near 2
# VHR inh abs = DUSP3 (human) phosphatase inhibition; P51452; recombinant VHR phosphatase, pNPP absorbance; inhibition, % at 13.3 µM; 290,000 compounds, 0.52% hits; AID 1654; in the data active = inhibition above about 50%; also: some compounds called inactive have numbers as strong as hits
# PrPC surface inh = reduces human prion protein on the cell surface; P04156; cell surface PrPC, TR-FRET read-out; inhibition, % at 13.8 µM; 370,000 compounds, 0.43% hits; AID 720596; in the data active = inhibition above about 24%; also: 0% = median of the test wells and 100% = reference compound wells
# Active calls of the source: *; i = inactive; · = no result given; & = joins results of further samples. Not all compounds are listed; rates above refer to the full screens.
# The first 2 entries, ahead of the listing:
SMILES	Vc quorum ag	3CLpro inhibitor	TcdB inh	PriA SSB inh	MazEF act	Rv3671c protease	CCHFV vOTU inh	Y pestis TopoI	VHR inh abs	PrPC surface inh
O=S(=O)(NCCCN1CCOCC1)c1ccc(Cl)cc1	-0.5	-4	0.4	-3	12	-3	3	7	15	-9
CCOC(=O)C1=C(CS(=O)(=O)c2ccccc2)NC(=O)NC1c1ccccc1OCC (configuration not stated)	-0.2	-2	3.1	-12	5	-1	0	10	38	-5

# The list itself, previewed entries included:
SMILES	Vc quorum ag	3CLpro inhibitor	TcdB inh	PriA SSB inh	MazEF act	Rv3671c protease	CCHFV vOTU inh	Y pestis TopoI	VHR inh abs	PrPC surface inh
O=S(=O)(NCCCN1CCOCC1)c1ccc(Cl)cc1	-0.5	-4	0.4	-3	12	-3	3	7	15	-9
CCOC(=O)C1=C(CS(=O)(=O)c2ccccc2)NC(=O)NC1c1ccccc1OCC (configuration not stated)	-0.2	-2	3.1	-12	5	-1	0	10	38	-5
Nc1c(C(=O)NCc2ccco2)nnn1Cc1ccccc1	-0.3	2	·	-4	11	1	4	10	7	-4
CCOc1ccc(CCNC(=O)C2CCCN(S(=O)(=O)N3CCCCC3)C2)cc1OCC (configuration not stated)	-0.3	·	0.6	·	·	·	1	17	·	3
CCC(C)(C(=O)NC1CCCC1)N(C(C)=O)c1ccc(C)cc1 (configuration not stated)	3.8	3	·	-5	-2	1	-13	3	13	-4
Cc1ccnc(NC(=O)Nc2cccc(F)c2)c1	·	0	·	-14	-8	1	3	-5	12	-3
O=C(O)C1(c2ccccc2)CCN(S(=O)(=O)c2ccc(Cl)s2)CC1	-0.3	10	-0.4	2	0	2	-1	-3	9	2
COc1ccc(CN=C(NS(=O)(=O)c2cccs2)SC)cc1	-0.2	3	·	-17	-2	7	-2	-3	8	5
Cc1ccc(-c2nc(C3CCCN(S(=O)(=O)c4ccc(C)cc4)C3)no2)cc1 (configuration not stated)	-0.3	-2	-0.8	-6	0	1	-6	44	17	5
O=C(Cc1ccccc1[N+](=O)[O-])NCc1ccc(Cl)cc1	i	2	·	-3	8	6	11	-4	-6	-2
CN(C)C(=O)c1ccc(=O)n(Cc2ccc(Cl)cc2Cl)c1	i	0	-0.4	-21	7	4	-13	-2	·	-1
O=C(CCc1ccc(S(=O)(=O)NCc2ccccc2)cc1)NCc1ccco1	-0.2	4	0.1	-2	8	-3	2	-4	39	-3
FC(F)(F)c1cccc(NC(=S)N2CCCCCC2)c1	0.9	10	0.1	-11	-4	-1	-8	5	8	-2
O=C(Nc1cccc(-n2cccn2)c1)C1CCCN(Cc2cccc(F)c2F)C1 (configuration not stated)	0.6	3	-0.1	-4	3	-1	4	-14	16	-5
CN1CCN(c2ccc(NC(=O)c3ccc(C(F)(F)F)cc3)cn2)CC1	-0.7	0	0.9	-15	-1	2	-3	1	40	-7
CC(=O)Nc1ccc(S(=O)(=O)N[C@@H](C)C(=O)NC2CCCc3ccccc32)cc1 (some centres not stated)	i	·	0.4	-1	5	-5	10	-4	·	5
Cc1ccccc1N1CCN(Cc2c[nH]c3ccccc23)CC1	-0.7	-3	1.8	-4	-6	7	-8	-4	4	0
COc1ccc(Cl)cc1NC(=O)CN1C(=O)CSC1=O	-3.2	-3	·	-14	3	0	14	-7	11	-2
CCCC(C)C(=O)Nc1cc([N+](=O)[O-])ccc1F (configuration not stated)	i	-3	-2.4	-3	-5	6	19	-1	-7	-17
CCOc1ccc(/C=N/NC(=O)c2ccccc2C)cc1CN1CC2CC(C1)c1cccc(=O)n1C2 (configuration not stated)	-0.3	·	0.3	·	2	1	-2	16	·	5
CCN(c1ccccc1)S(=O)(=O)c1cc(C(=O)Nc2ccc(Br)cc2)ccc1F	i	1	·	-3	8	-245	-7	2	37	15
O=C(c1ccco1)N1CCN(C(=O)c2ccccc2[N+](=O)[O-])CC1	i	2	1.0	-1	12	0	-4	3	1	-4
C=CCNC(=O)/C(C#N)=C\c1cc(Cl)c(O)c(OCC)c1	i	3	·	3	-10	-2	-5	-5	-5	15
Cn1ccc(/C=N/N=C2/NC(=O)CS2)n1	i	-4	-0.6	·	-1	2	-12	-2	6	1
Cc1ccc(C)c(Cc2c(C)nc3c(C(=O)NCc4ccc5c(c4)OCO5)cnn3c2C)c1	·	-3	0.1	·	·	-6	19	·	12	1
Cc1c(C(=O)OCC(=O)NCc2ccco2)cccc1[N+](=O)[O-]	-0.7	·	-4.4	3	0	-8	-1	-3	·	2
Cc1cc(/C=C2/NC(=O)NC2=O)c(C)n1C	i	-6	1.2	5	5	-6	1	16	30	-5
Cc1ccccc1OC(=O)CCC(=O)OCCCC(F)(F)C(F)(F)F	i	-2	1.7	-42	-6	4	16	8	-12	4
Cc1ccc(C(C)NC(=S)NC2CCCCC2)c(C)c1 (configuration not stated)	i	-5	0.7	-25	0	·	15	6	11	13
O=C(CCNC(=O)OCc1ccccc1)NC1CCCCC1	i	0	·	-20	2	2	-5	-2	-4	0
CC(=O)N(C)c1ccc(N=NC2C(=O)N(C(N)=S)N=C2C)cc1 (configuration not stated)	0.8	-11	0.2	-8	6	-16	14	-9	-18	-13
Cc1ccc2c(Cl)c(C)c(N3CCCCC3)nc2n1	-0.3	3	·	-25	0	-7	11	50*	4	13
C/C(=N\NC(=O)c1ccc2c(c1)OCCO2)c1ccccc1	-0.5	2	0.8	·	7	4	-11	-5	21	6
O=C1NC(c2ccccc2O)Nc2ccccc21 (configuration not stated)	i	3	-3.5	-6	-4	-4	-57	0	19	10
C[C@H](NC(=O)Nc1cccc(C(F)(F)F)c1)C(=O)O	i	2	·	-17	15	5	19	1	14	-1
OC(COC(c1ccccc1)c1ccccc1)CN1CCN(c2cccc(Cl)c2)CC1 (configuration not stated)	-0.3	2	2.6	1	-5	0	12	23	17	-5
COc1ccccc1CCc1nnc(CCC(=O)NCCC2CCCCO2)o1 (configuration not stated)	i	·	0.2	·	-5	·	2	3	·	2
CCOC(=O)N1CCN(C(=O)CSc2nnc(COc3ccccc3)o2)CC1	i	-4	1.8	-14&10	3	12	3	5	16	8
COc1ccc(C(CC(=O)N2CCOCC2)c2c(OC)cc(OC)c3c(-c4ccccc4)cc(=O)oc23)cc1 (configuration not stated)	i	·	0.9	4	3	11	0	18	-4	0
Cc1ccc(S(=O)(=O)N(C)C)cc1NC(=S)NC12CC3CC(CC(C3)C1)C2	i	2	1.6	-4	0	·	4	5	-17	9
O=C(NCc1ccccc1)C(c1ccccc1)N(Cc1ccc2c(c1)OCO2)C(=O)Cc1cccs1 (configuration not stated)	-6.6	4	·	-11	4	-5	10	16	-12	1
Cc1[nH]c(=O)[nH]c(=O)c1S(=O)(=O)N1CCCC(C(=O)NCCC2=CCCCC2)C1 (configuration not stated)	0.4	0	0.3	5	0	0	-8	8	42	10
Cc1cccc(NC(=O)CN2CCN(C(=O)c3cncn3-c3ccc(F)cc3)CC2)c1C	i	·	1.4	8	8	-11	2	-9	·	-4
Cc1ccc(N2C(=O)N(c3ccc(C)cc3)C3CS(=O)(=O)CC32)cc1 (configuration not stated)	-0.2	-1	0.7	-6	-1	8	18	-5	7	-1
CCOC(=O)c1c(NC(=O)CSc2ncnc3ccccc23)sc(C(C)=O)c1C	0.3	1	-0.2	-4	-54	1	-5	8	3	0
O=C(N=C1SC2CS(=O)(=O)CC2N1c1ccc(F)c(Cl)c1)C1CCCO1 (configuration not stated)	i	-6	-1.9	5	1	7	-8	2	-20	1
CC/C(=N\NC(=O)C(N)=O)c1ccccc1O	-0.2	3	·	·	-9	4	5	-4	2	4
Cc1c(/N=C/c2ccco2)n(Cc2ccccc2)c2ccccc12	-0.7	-2	·	·	-1	-1	5	1	27	4
Cc1ccc(-c2cc(C(=O)N3CCOCC3)c3ccccc3n2)cc1	4.8	2	·	18	2	3	3	-1	-2	-6
CCC(=O)c1ccc(OCC(O)CN2CCc3ccccc3C2)cc1 (configuration not stated)	-0.8	1	-0.8	-9	4	2	4	16	-12	-7
O=P(c1ccccc1)(c1ccccc1)C1CCCO1 (configuration not stated)	i	1	·	·	-33	7	-2	3	23	-3
C=C(C)CC(NCCc1ccccc1)c1ccco1 (configuration not stated)	i	1	0.7	-20	-2	·	-13	-3	-2	4
COc1cccc(-c2csc(N3CCN(C(=S)Nc4ccccc4)CC3)n2)c1	i	-5	·	3	3	6	3	3	18	-1
Cc1c2cnn(CC(=O)O)c(=O)c2c(C)n1Cc1ccccc1	-0.6	-4	0.1	-3	7	-2	1	-4	21	5
CC(=O)Oc1cccc(C2=CC(=O)CC(C)(C)C2=O)c1	-0.7	·	-1.5	·	7	·	-3	-5	·	-3
COC(=O)[C@@]12CCCCN1[C@H](c1ccc(-c3ccc(OC)cc3)cc1)[C@H]1C(=O)N(C)C(=O)[C@H]12	-2.1	·	-1.7	0	-5	3	-3	-1	·	5
O=C(Oc1ccccc1)c1ccccc1C(=O)Oc1ccccc1	-0.3	·	-3.5	-16	-1	·	7	32	·	13
COc1ccc(N(CC(=O)Nc2ccc(Cl)cc2)S(=O)(=O)c2c(C)n[nH]c2C)cc1	-0.7	4	1.3	2	5	-6	-1	2	10	7
Cc1ccc(CN2C(=O)CCC2C(=O)N2CCN(c3ccc(F)cc3)CC2)cc1 (configuration not stated)	i	-8	·	0	-2	5	-2	5	18	-4
COc1ccc(NC(=O)Cn2nnc(C(=O)Nc3ccc(F)c(Cl)c3)c2N)cc1OC	-0.3	-2	-0.5	-8	-27	-1	0	-4	11	2

# Compound profiles (already shown).
# Record of CC(=O)Oc1cccc(C2=CC(=O)CC(C)(C)C2=O)c1 = Vc quorum ag: -0.7; 3CLpro inhibitor: ·; TcdB inh: -1.5; PriA SSB inh: ·; MazEF act: 7; Rv3671c protease: ·; CCHFV vOTU inh: -3; Y pestis TopoI: -5; VHR inh abs: ·; PrPC surface inh: -3
# Record of CCC(=O)c1ccc(OCC(O)CN2CCc3ccccc3C2)cc1 (configuration not stated) = Vc quorum ag: -0.8; 3CLpro inhibitor: 1; TcdB inh: -0.8; PriA SSB inh: -9; MazEF act: 4; Rv3671c protease: 2; CCHFV vOTU inh: 4; Y pestis TopoI: 16; VHR inh abs: -12; PrPC surface inh: -7
# Record of Cc1ccc(-c2cc(C(=O)N3CCOCC3)c3ccccc3n2)cc1 = Vc quorum ag: 4.8; 3CLpro inhibitor: 2; TcdB inh: ·; PriA SSB inh: 18; MazEF act: 2; Rv3671c protease: 3; CCHFV vOTU inh: 3; Y pestis TopoI: -1; VHR inh abs: -2; PrPC surface inh: -6

# (next part)
SMILES	Vc quorum ag	3CLpro inhibitor	TcdB inh	PriA SSB inh	MazEF act	Rv3671c protease	CCHFV vOTU inh	Y pestis TopoI	VHR inh abs	PrPC surface inh
CN(Cc1ccccc1)C(=O)CN(c1ccc(F)cc1)S(=O)(=O)c1ccc2c(c1)OCCO2	-0.9	7	·	-16	0	-5	9	28	-5	1
Cc1ccc(C)c(NC(=O)CSc2nnc(CCCCCNC(=O)OC(C)(C)C)o2)c1	1.4	-2	·	-3	-3	-8	6	16	10	6
CCCC(=O)NCCCc1nc2ccccc2n1C(C)C	i	-6	0.4	-8	14	7	2	7	8	-9
O=C(Nc1ccccc1Cl)N1CCN(c2ccc3nnc(-c4ccccc4)n3n2)CC1	·	2	·	-7	16	-2	·	18	27	·
CCc1ccccc1N(C(=O)c1snc(C(N)=O)c1N)C(C(=O)NCC1CCCO1)c1ccc(N(C)C)cc1 (configuration not stated)	1.0	0	0.3	13	4	·	9	6	16	2
O=C(NCc1nnc(SCc2ccc(F)cc2)n1-c1ccccc1)C12CC3CC(CC(C3)C1)C2	-0.3	6	-0.3	-6	3	5	2	29	23	4
CC1=CC2=NC(=O)CC(C)(C(=O)N(CC(=O)NC3CCCC3)Cc3ccc(Cl)cc3)N2C=C1 (configuration not stated)	0.4	4	1.5	-6	7	3	-46	-5	28	-10
COc1cccc(C2N(c3ccccn3)C(=O)C3CCCN32)c1OC (configuration not stated)	i	-7	·	-12	7	3	-6	-1	26	-6
